# RSV CPE inhibition = RSV antiviral activity via CPE protection, HEp-2 cells, primary 10 µM value included (AID 2391); CPE inhibition, % at 10 µM; hits with a dose series show IC50 in µM; hit rate 0.13% among 310,000; HEp-2 cells, RSV-induced CPE inhibition; higher % means a stronger effect; in the data active = a potency from the dose series; inconclusive = CPE inhibition mostly from about 23% at the one dose, without a potency; inactive = the rest, 99 in 100 with CPE inhibition below about 21%; note: strong numbers were not always called active
# MgcRacGAP inhibition = MgcRacGAP GTPase-activating activity inhibitors, confirmation, biochemical, ADP Hunter fluorescence. MgcRacGAP-stimulated Rac1 GTP hydrolysis, ADP Hunter fluorescence; higher % means a stronger effect; GST-tagged Rac1 F28L mutant substrate. Rac GTPase-activating protein 1 (Homo sapiens). hit rate 0.6% among 340,000. inhibition, % at 30 µM, or IC50 in µM where a hit was titrated;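 active = first-screen hits whose inhibition reached a set limit at any dose in the follow-up dose series; inconclusive = inhibition above the set first-screen limit but never retested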;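 note: fluorescence reports GDP produced by GAP-driven GTP hydrolysis; strong numbers were not always called active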
# AID2073 = inhibitors of Mint1-CaV2.2 protein interaction, biochemical, HTRF (AID 2073); one-dose inhibition, % at 20 µM; IC50 in µM for titrated hits; HTRF protein-protein interaction, Mint1-CaV2.2; higher % means a stronger effect; hit rate 0.19% among 290,000; in the data active = inhibition mostly above about 51%, no sharp cut-off; inconclusive = no clear call, values can overlap the other calls; inactive = mostly below about 53%; note: some results filed as inactive read as strong as hits
# Large T inhibition = SV40 large T antigen inhibitors, biochemical (AID 1903); SV40 large T antigen ATPase/helicase inhibition assay; higher % means a stronger effect; hit rate 0.39% among 310,000; one-dose inhibition, % at 20 µM; IC50 in µM for titrated hits; in the data active = a potency from the dose series; inconclusive = inhibition mostly from about 32% at the one dose, without a potency; inactive = the rest, 99 in 100 with inhibition below about 32%; note: strong numbers were not always called active
# SIAH1 antagonists = Siah-1 peptide-binding antagonists, primary screen, biochemical, fluorescence polarization, rhodamine-plectin, uHTS (AID 1817); E3 ubiquitin-protein ligase SIAH1 (Homo sapiens); hit rate 0.02% among 290,000; displacement, % at 20 µM, or IC50 in µM where a hit was titrated; Siah-1 / rhodamine-plectin peptide fluorescence polarization; higher % means a stronger effect;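 active = displacement of at least 50% at 20 µM, with a fluorescence ratio check between 0.3 and a set limit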;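 note: plate controls were Siah plus tracer with DMSO for no effect and tracer alone without Siah for full effect; strong numbers were not always called active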
# HIV fusion peptide = inhibitors of HIV fusion peptide binding, primary screen, biochemical, uHTS, fluorescence dequenching (AID 1986); hit rate 0.3% among 290,000; cell-free peptide binding, fluorescence dequenching, 30 min; higher % means a stronger effect; inhibition, % at 20 µM; hits with a dose series show IC50 in µM; in the data active = inhibition mostly above about 52%, no sharp cut-off; inactive = mostly below about 76%; note: some results filed as inactive read as strong as hits
# XIAP displacement = XIAP antagonists, biochemical, IAP family, fluorescence polarization (AID 1018) | E3 ubiquitin-protein ligase XIAP (Homo sapiens) | displacement, % at 20 µM, or IC50 in µM where a hit was titrated | XIAP BIR domain, fluorescence polarization peptide displacement; higher % means a stronger effect | hit rate 0.007% among 200,000; in the data active = displacement above about 50%; note: a part of the inactive calls stands beside numbers as strong as those of hits
# LYP inhibition = inhibitors of LYP phosphatase, biochemical, fluorescence intensity, uHTS (AID 1779); inhibition, % at 11.5 µM, or IC50 in µM where a hit was titrated; recombinant LYP phosphatase, fluorescence intensity; higher % means a stronger effect; Tyrosine-protein phosphatase non-receptor type 22 (Homo sapiens); hit rate 0.054% among 290,000; in the data active = inhibition above about 50%;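 note: plate controls were vehicle with enzyme for no effect and no enzyme for full effect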
# NS5 inhibitors = Dengue-2 NS5 methyltransferase inhibitors, primary screen, biochemical, confirmation dose response (AID 588689). Genome polyprotein (Dengue virus type 2 (strain 16681-PDK53)). inhibition, % at 25 µM; hits with a dose series show IC50 in µM. Dengue-2 NS5 methyltransferase capping enzyme assay, biochemical; higher % means a stronger effect. hit rate 0.3% among 340,000; in the data active = a potency from the dose series; inconclusive = inhibition above about 29% without an active follow-up result
# NS5 inhibitors pilot replicate = further read-out of NS5 inhibitors, marked with its call; inhibition, %; measured here: pilot screen replicate inhibition
# The depositor's hits bear a star; u = inconclusive; x = no result given.
SMILES,RSV CPE inhibition,MgcRacGAP inhibition,AID2073,Large T inhibition,SIAH1 antagonists,HIV fusion peptide,XIAP displacement,LYP inhibition,NS5 inhibitors,others
Cn1c(=O)[nH]c(=O)c2c1nc(SCC(N)=O)n2Cc1cccc(Br)c1,0.1%,8.4%,2.7%,3.7%,-0.7%,0.9%,x,-11.6%,-2.6%,
COc1ccc(OCC(=O)Nc2c3c(nn2C(C)(C)C)CSC3)cc1,5.3%,1.6%,2.3%,2.7%,1.3%,2.6%,-4.7%,0.6%,1.4%,
Cc1occc1C(=O)N/N=C/c1sc(N2CCOCC2)nc1-c1ccccc1,7.0%,-1.0%,17.4%,5.0%,6.6%,0.1%,2.0%,-0.9%,-12.4%,
Cc1ccc(C)c(NC(=O)c2cnn(-c3ccccc3)c2C)c1,3.3%,-7.8%,12.6%,-1.2%,0.5%,-0.7%,x,-5.9%,-9.5%,
CC(NC(=O)c1ccccc1NC(=O)c1ccncc1)c1ccccc1 (configuration not stated),0.4%,1.3%,27.4%,3.5%,-3.1%,-2.0%,-4.3%,-6.4%,0.0%,
CCCN1C(=O)/C(=C/C=C2\N(CC)c3ccccc3C2(C)C)SC1=S,0.9%,4.1%,2.7%,16.6%,101.6%,-0.4%,79.7%,5.8%,-89.8%,
CSc1ncc(CN2CCN(C3CCCCC3)C(CCO)C2)cn1 (configuration not stated),-0.6%,6.7%,7.4%,x,-0.9%,2.5%,-3.1%,-4.1%,-0.8%,
O=C(O)c1ccccc1NCc1cccs1,1.5%,6.6%,13.9%,12.0%,-1.7%,-1.0%,x,-3.4%,-6.5%,
C#CCNC(=O)C1=C[C@H](c2ccccc2)C[C@H](OCCCCO)O1,-0.3%,7.8%,10.3%,8.0%,0.1%,4.7%,-4.0%,-3.0%,-7.1%,
CCOCCCNC(=O)CCn1nc(-c2ccc(Cl)cc2)ccc1=O,1.2%,x,3.3%,7.7%,-2.1%,-0.1%,x,3.1%,-2.0%,
Cc1nc2nc(CCc3ccccc3)nn2c(C)c1Cl,2.5%,-3.2%,13.1%,0.3%,3.1%,-1.9%,-3.7%,-0.9%,-5.6%,
CC(NC(=O)C1CCCN(S(=O)(=O)c2ccc(-n3cnnn3)cc2)C1)c1ccc(F)cc1 (configuration not stated),0.3%,7.8%,0.6%,19.0%,1.5%,6.5%,x,-3.2%,0.0%,
CCC(C)c1ccc(NC(=S)NCCn2cc(Br)cn2)cc1 (configuration not stated),9.8%,9.3%,-8.0%,0.9%,3.5%,-0.9%,-6.2%,-0.6%,-8.6%,
O=C(Nc1nnc(-c2ccco2)o1)c1ccc2ccccc2c1,8.6%,-1.3%,11.3%,5.5%,27.2%,9.0%,-0.7%,-3.7%,-2.9%,
O=C1Nc2ccc(Br)cc2/C1=C/c1ccc(C(=O)O)cc1,3.0%,x,31.4%,21.9%,4.9%,11.6%,x,6.3%,x,

# The closing 2 records of the part above lead into the next.
SMILES,RSV CPE inhibition,MgcRacGAP inhibition,AID2073,Large T inhibition,SIAH1 antagonists,HIV fusion peptide,XIAP displacement,LYP inhibition,NS5 inhibitors,others
O=C(Nc1nnc(-c2ccco2)o1)c1ccc2ccccc2c1,8.6%,-1.3%,11.3%,5.5%,27.2%,9.0%,-0.7%,-3.7%,-2.9%,
O=C1Nc2ccc(Br)cc2/C1=C/c1ccc(C(=O)O)cc1,3.0%,x,31.4%,21.9%,4.9%,11.6%,x,6.3%,x,
CSc1nsc(SCC(=O)Nc2cccc(NC(C)=O)c2)n1,2.5%,5.4%,-0.2%,26.2%,-0.2%,1.4%,x,-3.8%,-14.1%,
C/C(=C\c1ccc(C)o1)C(=O)c1c(C)cc(C)[nH]c1=O,1.4%,1.9%,72.8%,3.2%,7.4%,1.6%,-2.4%,3.1%,-12.7%,
O=C(Nc1ccccc1-c1ccccc1)C(=O)Nc1ccccc1-c1ccccc1,0.9%,x,21.1%,-0.4%,2.8%,-1.2%,x,-5.4%,x,
CCCCOc1ccc2ccccc2c1C=O,5.3%,6.5%,4.9%,-0.5%,3.3%,5.8%,-3.4%,-5.5%,-2.4%,
Cc1cc(C)c(C#N)c(SCS(=O)c2ccc(C(C)(C)C)cc2)n1 (configuration not stated),18.4%,2.2%,6.4%,5.7%,1.2%,0.2%,-5.7%,0.5%,-8.3%,
Cc1ccc(NC(=O)Cn2nnc(C(=O)NCc3ccc(Cl)cc3)c2N)cc1F,0.6%,9.2%,25.4%,13.6%,1.4%,2.1%,x,-0.6%,-4.4%,
CSCCC(NC(=O)COc1ccccc1)C(=O)OCC(=O)c1ccccc1 (configuration not stated),1.7%,0.7%,x,10.3%,x,x,x,x,3.6%,
CCN1CCN(CCNC(=O)Nc2ccc([N+](=O)[O-])cc2)CC1,7.8%,11.2%,-5.2%,12.1%,-0.5%,-1.2%,-10.2%,1.5%,-4.8%,
Cc1ccccc1NS(=O)(=O)c1ccc2c(c1)NC(=O)CO2,0.8%,2.2%,3.1%,18.4%,7.6%,0.4%,-2.4%,-7.0%,-0.8%,
O=C(/C=C/c1ccc(Cl)c([N+](=O)[O-])c1)Nc1cccnc1,0.3%,3.6%,3.7%,0.9%,1.2%,-3.7%,-8.6%,5.0%,-5.6%,
COc1cc(/C=C2\C(=O)N(C)C(=S)N2C)ccc1O,2.5%,31.9µM*,-5.0%,17.2%,-4.7%,-0.3%,1.1%,-0.1%,-5.7%,
COc1ccc(CCNC(=O)c2nnn(CC(=O)Nc3ccccc3C)c2N)cc1OC,2.7%,14.8%,3.0%,11.1%,-2.6%,-1.0%,-4.0%,-6.0%,3.2%,
Cc1ccc(CNS(=O)(=O)c2c(C)nc3scc(C)n3c2=O)cc1,0.9%,9.6%,5.4%,11.8%,-0.8%,2.9%,x,-4.6%,2.6%,
C/C(=N\NC(=O)COc1ccc(C)cc1C(C)C)c1ccc(-n2ccnc2)cc1,46.7%,4.9%,-1.5%,9.6%,2.1%,0.7%,-33.2%,4.8%,-4.5%,
Cc1no[n+]([O-])c1COc1ccccc1/C=C1\NC(=S)NC1=O,-0.9%,7.3%,-7.5%,10.9%,-5.2%,-4.1%,-6.0%,-4.1%,-10.2%,
CC(C)C[C@H](NC(=O)C1(c2ccccc2)CCN(C(=O)[C@H]2CSCN2C(=O)OC(C)(C)C)CC1)C(=O)O,0.8%,6.4%,-11.6%,-7.0%,6.4%,-0.6%,-1.7%,-6.2%,5.8%,
CCN1CCN(C(c2ccccc2)c2nnnn2Cc2ccc(OC)cc2)CC1 (configuration not stated),-0.6%,4.4%,-9.8%,5.0%,1.6%,-1.0%,-9.1%,-6.7%,-4.8%,
Nc1ncccc1OCc1cccc(C(F)(F)F)c1,u,0.5%,5.3%,3.5%,-8.0%,-1.9%,-3.2%,-8.5%,-4.4%,
COC(=O)c1[nH]c2cc(OC)ccc2c1NC(=O)CCN1CCN(c2ccccc2)CC1,7.9%,6.7%,20.5%,-1.8%,-1.6%,0.5%,-0.9%,2.9%,-4.1%,NS5 inhibitors pilot replicate=3.6
CCCCc1nc(S(=O)(=O)c2ccc(Cl)cc2)c(N2CCOCC2)o1,2.5%,8.2%,5.2%,-49.8%,-4.3%,-0.6%,-6.7%,-7.7%,-7.7%,
CC(=O)Nc1cccc(NC(=O)COc2ccccc2C)c1,6.6%,-6.7%,31.2%,-5.3%,-4.3%,0.3%,x,-10.3%,-1.8%,
CCCc1cc(Nc2ccccc2OCC)n2ncnc2n1,4.8%,-2.7%,-1.3%,1.8%,-6.4%,-3.0%,-2.6%,-2.9%,1.5%,
O=[N+]([O-])c1ccc(OCC2CC(c3ccccc3)=NO2)cc1 (configuration not stated),0.0%,6.4%,2.6%,2.6%,3.7%,-2.5%,x,-4.3%,-9.3%,
Cc1ccc2cc(CCNC(=O)c3cccs3)c(=O)[nH]c2c1,1.2%,5.3%,-0.1%,11.6%,8.3%,-0.9%,-2.8%,-3.8%,-2.1%,
COc1cc(NC(=O)[C@@H]2CCCN(S(=O)(=O)c3cccc4cccnc34)C2)cc(OC)c1OC,11.3%,3.8%,x,16.3%,x,x,x,x,1.6%,
O=C(O)CSCC(=O)N1CCN(c2ncnc3scc(-c4ccccc4)c23)CC1,0.4%,4.7%,1.6%,-0.6%,2.1%,-0.4%,x,-5.3%,-1.3%,
CCN(C(=O)CSc1nc2cc(Cl)ccc2c(=O)n1Cc1ccco1)C1CCS(=O)(=O)C1 (configuration not stated),-0.8%,11.7%,-6.1%,25.2%,20.5%,0.3%,-6.7%,1.7%,-1.5%,
O=C(CN1CCN(c2ccccc2O)CC1)Nc1ccc2c(c1)CCC2,3.5%,6.2%,2.0%,7.0%,2.7%,-0.1%,-32.1%,3.4%,-0.9%,
Cc1nc(C)c(-c2csc(Nc3ccccn3)n2)s1,19.1%,10.3%,1.0%,5.9%,9.1%,-1.4%,x,-2.5%,0.0%,NS5 inhibitors pilot replicate=-3.7
CC(C)c1nc(=S)c2ccccc2[nH]1,1.3%,5.9%,-30.6%,-0.9%,1.9%,-2.9%,-16.4%,4.5%,-7.4%,
COCc1cc(C)nc2sc(C(=O)Nc3nccs3)c(N)c12,1.8%,14.7%,35.2%,11.7%,-1.9%,0.0%,-2.4%,-2.3%,-1.4%,
COc1cccc(-c2nn(C)c3sc(C(=O)NCc4ccc(C)o4)cc23)c1,u,12.1%,-13.9%,16.8%,-2.5%,0.6%,-2.2%,5.2%,-10.3%,
O=C(NCc1cccnc1)c1cccc(S(=O)(=O)N2CCCCC2)c1,-0.1%,9.3%,-3.4%,14.9%,-1.4%,-1.5%,-6.1%,-0.6%,2.7%,
O=C(CSc1nnc(CNC(=O)c2ccccc2)o1)NCc1ccc2c(c1)OCO2,0.5%,6.6%,9.0%,10.9%,0.5%,-2.4%,x,-5.7%,-6.5%,
O=C(COC(=O)c1cc([N+](=O)[O-])ccc1N1CCOCC1)c1ccc(Br)cc1,16.1%,0.3%,x,0.2%,x,x,x,x,-10.1%,
Oc1ccc(Nc2ncnc3ccccc23)cc1,0.3%,15.5µM*,5.6%,8.3%,10.5%,-1.3%,x,-8.1%,x,
Nc1ccc(Br)cc1C(=O)O,0.9%,-0.6%,-5.5%,5.7%,0.1%,1.0%,-11.8%,-7.1%,-5.8%,
Cc1cccc(C)c1NC(=O)COC(=O)c1cc(=O)c2ccccc2o1,0.0%,2.3%,1.4%,14.4%,-4.0%,-1.5%,x,-10.3%,-5.5%,
CC(OC(=O)Nc1cccc(Cl)c1)C(=O)O (configuration not stated),1.0%,0.1%,3.6%,2.7%,1.4%,-0.8%,x,-4.9%,-10.4%,
CCCC(=O)Nc1cccc(-c2nc3cc(C)c(C)cc3o2)c1,1.5%,11.9%,-1.3%,21.4%,-1.3%,0.6%,-0.8%,-2.9%,-7.4%,

# Screening data: PubChem BioAssay, several laboratories
